Compound activity from PubChem.
Tau fluor counter: Counterscreen qHTS for Inhibitors of Tau Fibril Formation, Fluorescence Polarization; 280,000 tested, 0.93% active; AID 1463, 2008; Potency, µM (top dose mostly 57.7 µM), without a hit: top-dose activity change, negative = decrease; tau K18 P301L Alexa594 fluorescence, heparin fibrillization; also: % is scaled to controls: 0 for no effect and ±100 for the full control effect; nearly all actives have a fitted effect of over 55% in size
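Human K18 P301L tau (15 uM unlabeled plus 0.24 uM Alexa 594-labeled, final) in 100 mM sodium acetate pH 7 was mixed with compound and 20 uM heparin and incubated 6 hr at 37 C.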
HTT ATP protect: qHTS Multiplex Assay to Identify Dual Action Probes in a Cell Model of Huntington: Cytoprotection (ATP); 230,000 tested, 0.14% active; Potency, µM (highest dose often 56.4 µM), inactives show cytoprotection (ATP increase), actives largely listed as activators; PC12 HTT-Q103 induced, cytoprotection, ATP luminescence, 40 h;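 also: % of control where 0% means no effect; nearly all actives have a fitted effect of over 45% in size; toxic huntingtin expression switched on by the ecdysone agonist tebufenozide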
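Stable PC12 Q103-GFP cells in serum-supplemented, phenol red-free DMEM; induction by tebufenozide at 100 nM final; compound dose series; cell viability quantified luminescently from ATP.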
aGal spleen mod: qHTS Assay for Inhibitors and Activators of Human alpha-Galactosidase From Spleen Homogenate. human spleen homogenate, 4MU-alpha-Gal fluorescence, 40 min. Alpha-galactosidase A (Homo sapiens), P06280. 240,000 tested, 0.008% active. Potency, µM (top dose mostly 80 µM), for the others: at the top dose activity change, negative = inhibition, actives largely listed as inhibitors. AID 2107, 2009;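 also: 0% = enzyme with vehicle and -100% = no enzyme basal signal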
Target sequence (P06280 32-429 limits assumed): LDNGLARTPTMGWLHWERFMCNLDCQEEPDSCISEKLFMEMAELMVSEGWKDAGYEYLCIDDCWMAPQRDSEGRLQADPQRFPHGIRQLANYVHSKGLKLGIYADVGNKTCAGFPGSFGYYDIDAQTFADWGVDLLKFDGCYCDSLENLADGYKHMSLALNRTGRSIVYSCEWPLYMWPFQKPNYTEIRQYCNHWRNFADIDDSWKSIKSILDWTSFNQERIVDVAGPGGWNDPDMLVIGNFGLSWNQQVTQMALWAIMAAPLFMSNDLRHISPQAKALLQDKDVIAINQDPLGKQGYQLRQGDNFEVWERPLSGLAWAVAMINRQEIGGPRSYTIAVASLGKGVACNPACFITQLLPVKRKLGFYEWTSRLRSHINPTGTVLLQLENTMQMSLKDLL
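Human spleen homogenate (1 ug) was the enzyme source, with 4-methylumbelliferyl-alpha-D-galactopyranoside (1 mM final) in pH 5.0 citrate buffer with 0.01% Tween-20. Compounds were titrated; after 40 min at 37C, NaOH/glycine stop, 4-MU fluorescence read; AC50 from Hill fits.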
GAA glycogen mod: qHTS Assay for Inhibitors and Activators of Human alpha-Glucosidase Cleavage of Glycogen | Lysosomal alpha-glucosidase (Homo sapiens), P10253 | recombinant GAA, glycogen substrate, Amplex Red glucose oxidase fluorescence | Potency, µM (series often up to 76.4 µM), without a hit: at the highest dose activity change, negative = inhibition, hits mostly inhibitors | 300,000 tested, 0.38% active;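 also: 0% = full enzyme reaction and -100% = no-enzyme basal signal; the screen sought inhibitors and activators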
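Natural-substrate format: glycogen cleavage by 4 nM human enzyme, glucose read by Amplex Red coupling (Ex 573, Em 610 nm). Normalized to enzyme and no-enzyme controls.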
GAA spleen mod: qHTS Assay for Inhibitors and Activators of Human alpha-Glucosidase From Spleen Homogenate; Lysosomal alpha-glucosidase (Homo sapiens), P10253; human spleen homogenate, 4-MU-alpha-glucoside fluorescence; Potency, µM (top dose mostly 79.9 µM), without a hit: top-dose activity change, negative = inhibition, most hits filed as inhibitors; 240,000 tested, 0.006% active; AID 2112, 2009;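 also: 0% = enzyme with vehicle and -100% = no enzyme basal signal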
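Compounds were titrated against alpha-glucosidase in spleen homogenate at pH 5.0, with 1 mM 4-methylumbelliferyl substrate for 40 min at 37 C. Reactions were quenched with pH 10 NaOH/glycine and fluorescence measured.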
Tau fibril ThT: qHTS for Inhibitors of Tau Fibril Formation, Thioflavin T Binding; 270,000 tested, 2.1% active; recombinant tau K18 P301L (four-repeat tau fragment), heparin-induced fibrillization, ThT fluorescence; Potency, µM (series often up to 57.4 µM), for inactives: at the highest dose activity, negative = inhibition, usual class: inhibitors; Microtubule-associated protein tau (Homo sapiens), P10636; AID 1460, 2008; also: % is scaled to controls: 0 for no effect and ±100 for the full control effect; nearly all actives have a fitted effect of over 55% in size
Target sequence (P10636 561-689 P618L limits assumed): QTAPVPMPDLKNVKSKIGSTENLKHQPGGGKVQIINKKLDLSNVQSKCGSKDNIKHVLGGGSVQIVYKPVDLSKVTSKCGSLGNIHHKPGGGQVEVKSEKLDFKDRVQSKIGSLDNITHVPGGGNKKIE
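Recombinant human tau K18 fragment […] carrying P301L, 15 uM unlabeled plus 0.24 uM Alexa 594-labeled, was fibrillized with 20 uM heparin in 100 mM sodium acetate pH 7 for 6 hr at 37 C; 30 uM ThT fluorescence read after 1 hr.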
Tau FP inhib: qHTS for Inhibitors of Tau Fibril Formation, Fluorescence Polarization | 280,000 tested, 0.39% active | AID 1468, 2008 | K18 P301L tau heparin fibrillization, Alexa594 FP, 6 h | Potency, µM (doses to about 57.7 µM), for the others: at the highest dose activity, negative = inhibition, most hits filed as inhibitors | Microtubule-associated protein tau (Homo sapiens), P10636; also: % is scaled to controls: 0 for no effect and ±100 for the full control effect; nearly all actives have a fitted effect of over 55% in size
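K18 P301L tau (15 uM unlabeled/0.24 uM Alexa 594-labeled, final) + compound + heparin 20 uM final; 100 mM NaOAc pH 7; 6 hr 37 C; ThT 30 uM final added, 1 hr RT; FP ex 555/em 632 nm.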
GAA inh: qHTS Assay for Inhibitors of Human alpha-Glucosidase as a Potential Chaperone Treatment of Pompe Disease | 200,000 tested, 0.005% active | purified human GAA, 4-MU-alpha-glucoside fluorescence | AID 1466, 2008 | Potency, µM (series often up to 76.9 µM), for inactives: top-dose activity change, negative = inhibition, actives largely listed as inhibitors;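 also: plate controls were uninhibited enzyme wells for no effect and no-enzyme background for full effect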
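Activity normalized between no-enzyme (basal) and enzyme-only wells. Conditions: 4 nM human enzyme, 400 uM fluorogenic substrate, citrate/phosphate pH 5.0 with Tween-20, 20 min room temperature, compounds up to 77 uM.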
Numbers without * were called inactive; ? = inconclusive; · = not tested or not shown; [ ] = dose if it differs, or a comment. Calls follow the shape of the dose curve; as a rule, active = well fitted curve in the direction sought with a large enough effect; inconclusive = small, poorly fitted or top-dose-only effect, or another doubt; inactive = no such curve, though single readings can be large; an effect the other way counts as inactive or inconclusive. Potency is read from the fitted curve at half-maximal effect.

| Molecule | Tau FP inhib | GAA glycogen mod | GAA spleen mod | Tau fibril ThT | Tau fluor counter | HTT ATP protect | GAA inh | aGal spleen mod |
| --- | --- | --- | --- | --- | --- | --- | --- | --- |
| COc1nc(C)ccc1-c1noc(-c2ccco2)n1 | -1% | 6% | -3% | -6% | -4% | -8%[1.9 µM] | -1% | 2% |
| CCOC(=O)c1ccccc1NC(=O)c1cccc(F)c1 | -7% | -1% | -8% | -17% | -20% | -10% | -6% | -4% |
| O=C(Nc1ccc2nc(-c3ccccc3)[nH]c2c1)c1ccco1 | 5% | -2% | -3% | -15% | -26% | -17%[10 µM] | 1% | -5% |
| Cn1cnnc1SC(C(=O)c1ccccc1)c1ccccc1 (stereo not drawn) | -6% | -7% | 3% | -21% | -7% | 3%[10 µM] | -12%[15.4 µM] | 6% |
| C=CC[C@H]1CC(C)=C[C@H](CC=C)N1 | 7% | 7% | 6% | -6% | 3% | -21% | 0% | 6% |
| Cc1ccc(C=Nc2ccc(N(C)C)cc2)o1 | 25µM* | ? | 3% | 10µM* | ? | -39%[inhibitor] | 6% | -3% |
| CCCN1CCC(NCc2cn(C)nc2-c2ccc(Oc3ccccc3)cc2)CC1 | 1% | -8% | 3% | ? | -10% | -30%[10 µM] | · | -2% |
| Cc1ccccc1-c1nc(CN(Cc2c(C)nn(C)c2C)C2CC2)c(C)o1 | -3% | 8% | -2% | -3% | -3% | 4%[10 µM] | ? | 1% |
| O=C(O)CSc1c2c(nc3cc(C(=O)N4CCCC4)ccc13)CCCC2 | 4% | 8% | -11% | -14% | -8% | -19% | 2% | -2% |
| COc1cc(CC(=O)OCC(=O)Nc2sccc2C(N)=O)cc(OC)c1OC | -3% | -1% | -2% | ? | -14% | 33%[10 µM] | 1% | 0% |
| CS(=O)(=O)N(CC(=O)NCc1ccc2c(c1)OCO2)c1cccc(Cl)c1 | -10% | -12% | -2% | -13% | -21% | -3%[10 µM] | -9% | 7% |
| COc1ccc(OC)c(NC(=O)C2COc3ccccc3O2)c1 (stereo not drawn) | 5% | -7% | 1% | ? | -11% | -7% | -2% | -1% |
| COc1cc(/C=C(\C#N)c2ccccn2)ccc1OCC(=O)Nc1cccc(C(F)(F)F)c1 | -3% | 7% | 12% | ? | -10% | -6%[10 µM] | ? | 5% |
| COc1ccc(CCNC(=O)CN(C)S(=O)(=O)c2cccc3nsnc23)cc1OC | -3% | 2% | -2% | -13% | -8% | -7% | -5% | -2% |
| CC1=CC(C)(C)Nc2ccc(OC(=O)c3cccnc3)cc21 | 2% | -15% | -4% | ? | ? | -106%[inhibitor] | -5% | 8% |
| CC(=O)Nc1ccc(N(C(=O)c2ccco2)C(C(=O)NC2CCCC2)c2cccs2)cc1 (stereo not drawn) | 8% | -9% | · | -2% | -1% | -31%[inhibitor] | -2% | 4% |
| N=c1sccn1CC(=O)Nc1ccc(S(=O)(=O)N2CCOCC2)cc1 | -2% | 10% | 3% | -2% | -8% | -10%[10 µM] | -6% | 2% |
| O=C(NCc1ccc2c(c1)OCO2)C1CC(c2cccc(Br)c2)=NO1 (stereo not drawn) | 7% | -2% | -3% | -8% | -16% | ? | 7% | -6% |
| COc1cc(NC(=O)c2c(F)cccc2F)nc(OC)n1 | -1% | 5% | 9% | -12% | -3% | 14% | 6% | 9% |
| N=C(C[C@@H](O)COc1ccccc1-c1ccccc1)N1CCCCC1 | 0% | · | 3% | -14% | -4% | -38%[inhibitor] | · | 8% |
| COc1cc(C(N)=O)cc(Br)c1OC | 2% | -4% | -2% | 1% | 5% | 26%[0.074 µM] | -6% | 7% |
| N#C/C(=C\c1cn(CC(=O)N2CCCC2)c2ccccc12)C(=O)NCc1ccc2c(c1)OCO2 | 4% | -6% | -10% | 2% | -3% | -11%[10 µM] | 2% | 1% |
| CCC(Sc1nc2cc(OC)c(OC)cc2c2nc(-c3ccccc3)nn12)C(=O)Nc1cccc(C)c1 (stereo not drawn) | -3% | 4%[76.3 µM] | · | 5% | -12% | · | · | · |
| Cc1ccc(OCc2nnc(SCC(=O)c3ccccc3)n2-c2ccccc2)cc1 | 6% | -26% | -1% | -19% | -8% | -27%[10 µM] | -2% | -9% |
| Cc1cc2ccccc2n1CCNC(=O)c1ccc(F)cc1 | -11% | -1%[76.3 µM] | · | -15% | -29% | · | · | · |
| COc1cc(C)c(/C=C(\C#N)C(=O)Nc2cccc(C)c2)cc1C(C)C | 8% | 12% | -3% | 8% | 12% | ? | 5% | -12% |
| COc1ccc2c(c1OC)C(=O)N1c3ccccc3SC21 (stereo not drawn) | -1% | -1% | 4% | -13% | -4% | -41%[inhibitor] | 7% | 4% |
| CCC(C)(C)NC(=O)C(c1ccc(C)cc1)N(Cc1cccs1)C(=O)c1ccc2c(c1)OCCO2 (stereo not drawn) | 13% | -18% | -8% | -17% | -10% | -46%[inhibitor] | ? | -9% |
| Cc1noc(C)c1CSc1nnc2scc(-c3ccc(Cl)cc3)n12 | -1% | 4% | 7% | -4% | -4% | -8% | -13% | 3% |
| O=C(Oc1cccnc1)c1ccc([N+](=O)[O-])cc1Cl | 6% | 1% | -1% | ? | ? | 27% | -1% | 2% |

Looked up one by one from the list above (three):
| Molecule | Tau FP inhib | GAA glycogen mod | GAA spleen mod | Tau fibril ThT | Tau fluor counter | HTT ATP protect | GAA inh | aGal spleen mod |
| --- | --- | --- | --- | --- | --- | --- | --- | --- |
| O=C(Nc1ccc2nc(-c3ccccc3)[nH]c2c1)c1ccco1 | 5% | -2% | -3% | -15% | -26% | -17%[10 µM] | 1% | -5% |
| N=C(C[C@@H](O)COc1ccccc1-c1ccccc1)N1CCCCC1 | 0% | · | 3% | -14% | -4% | -38%[inhibitor] | · | 8% |
| COc1cc(NC(=O)c2c(F)cccc2F)nc(OC)n1 | -1% | 5% | 9% | -12% | -3% | 14% | 6% | 9% |

Next part:
| Molecule | Tau FP inhib | GAA glycogen mod | GAA spleen mod | Tau fibril ThT | Tau fluor counter | HTT ATP protect | GAA inh | aGal spleen mod |
| --- | --- | --- | --- | --- | --- | --- | --- | --- |
| Nc1nc(Nc2cccc(Cl)c2)nc(NCCO)c1[N+](=O)[O-] | -1% | -10% | 0% | · | ? | 36%[10 µM] | · | 0% |
| COCCOC(=O)C1=C(C)N=C2SCCC(=O)N2C1c1ccc(OCc2ccccc2)c(OC)c1 (stereo not drawn) | -7% | 5%[76.3 µM] | · | -2% | -6% | · | · | · |
| CCN(CC(=O)NCc1cccs1)S(=O)(=O)c1ccc(C(C)C)cc1 | -2% | -3% | -1% | -15% | -11% | -1% | -9% | -3% |
| O=C(COc1ccc(Cl)cc1Cl)NCCSc1ccc(Cl)cc1 | -2% | -9% | 2% | -6% | -16% | -4% | -9% | 5% |
| CCOc1ccc(C(=O)C(CCC(CN(C)C)C(=O)c2ccc(OCC)cc2)CN(C)C)cc1 (stereo not drawn) | -7% | -2% | 2% | -3% | 2% | -43%[10 µM] | 1% | 2% |
| Cn1c(Cn2c(=O)sc3ccccc32)nnc1SCC(=O)Nc1ccccc1 | 3% | -1% | -4% | -3% | 1% | -5% | 0% | -2% |
| C=CCSc1n[nH]c(-c2ccc(OCCCC)cc2)n1 | ? | -18% | -23% | -23% | ? | -31% | 0% | 9% |
| C/C(=N\NC(N)=S)c1ccc(Cl)s1 | 4% | -3% | -2% | -8% | -5% | · | -2% | 2% |
| CCOc1ccc(-c2nn(-c3ccccc3)cc2/C=C2\SC(=S)N(Cc3ccco3)C2=O)cc1 | -10% | 15% | -5% | -10% | -13% | 16%[10 µM] | -4% | 2% |
| CCCCc1nc(NCCNC(=O)c2ccccc2)c(C#N)c2c1CSC(C)(C)C2 | -5% | -7% | -2% | ? | -18% | -77%[inhibitor] | 7% | 16% |
| O=C(N/N=C\c1ccco1)c1cncc(Br)c1 | -1% | -7% | -4% | 2% | -5% | -17%[10 µM] | 2% | -1% |
| O=C(Nc1ccc(S(=O)(=O)N(Cc2ccccc2)c2ccccc2)cc1)c1ccc(F)cc1 | 10µM* | 5%[76.3 µM] | · | 8% | ? | · | · | · |
| COc1ccc(CCNC(=O)CCc2c(C)c3cc4c(C)c(C)oc4cc3oc2=O)cc1OC | 8% | -8%[76.3 µM] | · | ? | 5% | · | · | · |
| CCCCC(=O)Nc1ccc2nc(SCC(=O)N3CCOCC3)sc2c1 | -1% | -4%[76.3 µM] | · | -7% | -12% | · | · | · |
| COc1cccc(C(C(=O)Nc2ccc(F)cc2)N(C(=O)Cn2nnc3ccccc32)C2CC2)c1 (stereo not drawn) | -1% | 1% | 0% | -7% | -12% | 31% | -9% | 3% |
| COc1cccc2cc(C(=O)C3=C(O)C(=O)N(CCN4CCOCC4)C3c3cccs3)oc12 (stereo not drawn) | 6% | 8% | -6% | ? | -9% | 1% | -7% | 2% |
| Nc1nc(Cl)cc(Sc2ccc(F)cc2)n1 | ? | 5% | -10% | -16% | -16% | -8%[10 µM] | 3% | -5% |
| N#CC(C(=O)NC1CCCCC1)=C1CCCCCC1 | 13% | -5% | -1% | 0% | 3% | · | 2% | -3% |
| O=c1cc(O)nc(-c2ccc(Cl)cc2)s1 | 3% | 8% | 4% | 6% | 1% | -32% | 6% | 3% |
| COC(=O)c1sccc1NC(=O)CC1C(=O)NCCN1C(=O)c1ccc(C)c(C)c1 (stereo not drawn) | -2% | 6% | -10% | 6% | -3% | 8%[10 µM] | · | 6% |
| COc1cc2c(=O)n(CC3CCCO3)c(=O)n(CC(=O)Nc3cccc(Cl)c3)c2cc1OC (stereo not drawn) | -12% | -11% | -2% | -6% | ? | -3% | ? | -3% |

Outcome played no part in choosing rows (roughly 3.3% active in at least one column).
